CHT PAM – allosteric activators of human choline transporter CHT; Q9GZV3; CHT-expressing cells, membrane potential dye, choline EC20; active compounds read high; LV-AA mutant CHT in HEK293 cells; AID 488977; 310,000 compounds, 0.49% hits; B-score at 10 µM;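 active = initial fluorescence not abnormally high and integrated response B-score, plate-corrected, over 3 SD above library mean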
Target sequence (Q9GZV3 whole entry, looked up): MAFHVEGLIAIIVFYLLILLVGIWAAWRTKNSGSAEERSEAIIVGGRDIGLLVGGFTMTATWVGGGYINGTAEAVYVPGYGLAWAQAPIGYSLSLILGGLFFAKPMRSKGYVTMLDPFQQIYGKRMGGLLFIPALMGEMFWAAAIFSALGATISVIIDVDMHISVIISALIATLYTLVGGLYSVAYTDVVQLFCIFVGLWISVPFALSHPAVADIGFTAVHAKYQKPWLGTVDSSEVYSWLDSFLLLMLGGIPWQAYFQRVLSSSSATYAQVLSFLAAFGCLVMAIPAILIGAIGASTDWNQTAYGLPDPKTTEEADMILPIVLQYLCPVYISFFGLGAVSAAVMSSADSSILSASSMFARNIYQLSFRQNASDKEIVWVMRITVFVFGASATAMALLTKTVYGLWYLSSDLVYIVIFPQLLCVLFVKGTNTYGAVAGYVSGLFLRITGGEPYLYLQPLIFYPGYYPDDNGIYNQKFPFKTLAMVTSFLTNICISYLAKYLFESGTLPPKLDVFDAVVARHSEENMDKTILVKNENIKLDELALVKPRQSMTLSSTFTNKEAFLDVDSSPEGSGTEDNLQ
CHT inh – inhibits the human high affinity choline transporter | B-score at 10 µM | 310,000 compounds, 0.86% hits | CHT-expressing cells, membrane potential dye, choline response; active compounds read low | Q9GZV3;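 active = B-score over 3 SD under the library average, and starting fluorescence ratio not unusually high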;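 also: choline stimulus applied at its EC90 after an EC20 pre-addition; B-score computed on integrated fluorescence ratio after choline addition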
The depositor's hits bear a star; i = inactive. Compounds were not picked by outcome. Share with any hit: about 1.5%.

SMILES | CHT PAM | CHT inh
CCc1cccc(NS(=O)(=O)c2c(C)nc3scc(C)n3c2=O)c1 | i | i
O=C(NCc1ccco1)c1cc2n(n1)C(C(F)(F)F)CC(c1ccc(Br)cc1)N2 (centres undefined) | i | i
Cc1cccc(-n2cnc3cc(C(=O)N4CCc5ccccc54)ccc32)c1 | i | i
CCC(=O)N1CCC2(CC1)Oc1ccc(F)cc1C(=O)C21CC(c2ccc(Cl)cc2)=NO1 (centres undefined) | i | i
O=C(Cn1cc(C(=O)c2ccco2)c2ccccc21)Nc1ccccc1F | i | i
CC1CCN(S(=O)(=O)c2ccc3c(c2)N(CC(=O)NCCCN2C(C)CCCC2C)C(=O)CO3)CC1 (centres undefined) | i | -7.4*
Cc1nc(NC(=O)/C=C/c2ccc(Cl)cc2Cl)sc1C(=O)N(C)C | i | i
CC(C(=O)NC(N)=O)N1C(=O)NC(c2ccccc2)(c2ccccc2)C1=O (centres undefined) | i | i
Cc1ccc(NCC(=O)Nc2cccc(S(=O)(=O)N(C)C)c2)c(Cl)c1 | i | i
COc1cccc(C2C(C#N)=C(N)N(N(C)C)C3=C2C(=O)CC(C)(C)C3)c1OC (centres undefined) | i | i
O=C(N/N=C/C1CC2CCC1C2)C1CC1 (centres undefined) | i | i
Clc1ccc(/C=N/N2CCCCC2)cc1 | i | i
O=C(CN1CCN(c2ccc(Cl)cc2)CC1)NCc1cccs1 | i | i
CC(C)OP(=O)(c1ccc(N(C)C)cc1)C(Nc1ccccc1)c1ccccc1 (centres undefined) | i | i
CCN1CCN(C(=O)C2CCC(=O)N(CCCN3CCCC3=O)C2)CC1 (centres undefined) | i | i
C=C(C)C(=O)Nc1cccc(C2=NOC3(C2)C[C@@H](C(N)=O)N(C(=O)c2ccc(Cl)cc2)C3)c1 (some centres undefined) | i | i
COc1ccc(/C=N/Nc2ccccn2)cc1OC | i | i
COc1ccc(NC(=O)c2ccc(NCCN3C(=O)CCC3=O)c([N+](=O)[O-])c2)cc1 | i | i
CS(=O)(=O)N(Cc1ccc(C(=O)NCc2ccco2)cc1)c1ccccc1 | i | i
COc1ccc(C(C(=O)NC(C)(C)C)N(Cc2ccc(C)cc2)C(=O)CCC(=O)Nc2cc(C)on2)cc1 (centres undefined) | i | i
COc1ccc(CN2C(=O)CSC2c2ccccn2)cc1 (centres undefined) | i | i
CCOC(=O)c1c(NC(=O)CC)sc2c1CCN(Cc1ccccc1)C2 | i | i
CC(/C=N/NC(=O)c1cccc([N+](=O)[O-])c1)=C\c1ccccc1 | i | i
O=[N+]([O-])c1ccc(OCc2cnc(Cl)s2)c([N+](=O)[O-])c1 | i | i
O=C(Nc1cccc(-c2cn3ccccc3n2)c1)C1CC1 | i | i
COc1cccc(/C=N/NC(=O)CO/N=C(\C)c2cccs2)c1OC | i | i
Cc1cc(Cl)c(OCCN2C(=O)NC(C)(C)C2=O)c(Br)c1 | i | i
CC(=O)N1c2ccccc2C(=O)C1N(C)c1ccc(C)cc1 (centres undefined) | i | i
Cc1cc(N2CCC(C)CC2)nc2cccc(O)c12 | 6.8* | i
Nn1cnnc1SCC(=O)Nc1ccc(C2CCCCC2)cc1 | i | i
C[C@]12CC[C@@H]3c4ccc(O[C@@H]5O[C@H](C(=O)O)[C@@H](O)[C@H](O)[C@H]5O)cc4CC[C@H]3[C@@H]1C[C@@H](O)[C@@H]2O | i | i
CN(CCc1ccccn1)C(=O)CCC1CCCN(Cc2ccccc2OC(F)F)C1 (centres undefined) | i | i
Cc1ccc(NC(=O)OC(C)CNC(=O)Oc2cccc(C)c2)cc1 (centres undefined) | i | i
CCCCSCCCNC(=O)c1ccc(CS(=O)(=O)c2ccccc2OC)o1 | i | i
O=C(Nc1ncccn1)c1ccc([N+](=O)[O-])cc1[N+](=O)[O-] | i | i
Cc1ccccc1-n1nnnc1SCc1csc(-c2ccccc2)n1 | i | i
O=C(CN1CCOCC1)NNc1c2ccccc2nc2ccccc12 | i | i
COCCCn1c(=O)c2sccc2n2c(CCCC(=O)NCC3CCCO3)nnc12 (centres undefined) | i | i
COCCNC(=O)C(=O)NNC(=O)COc1ccc(OC)cc1 | i | i
CCN(CC)C1CCN(C(=O)c2cc(COc3ccc(F)cc3Cl)on2)C1 (centres undefined) | i | i
CCOc1cnc(-c2ccc(Cl)cc2)o1 | i | i
COc1ccc(/C=C(/NC(=O)c2ccccc2)C(=O)N2CCOCC2)cc1OC | i | i
CCc1ccccc1NC(=O)C(Cc1ccccc1)c1nn[nH]n1 (centres undefined) | i | i
CCOC(=O)c1ccc(NC(=S)N2CCSC2c2ccc(OC)cc2)cc1 (centres undefined) | i | i
O=C(NC1CCCCC1)Sc1ccc(Cl)cc1 | i | i
C=CCOc1ccccc1/C=c1\sc2nc(=O)c(C)nn2c1=O | i | i
CN1CCN(S(=O)(=O)c2ccc(Br)s2)CC1 | i | i
O=C(CSc1ccccn1)N1CCc2ccccc21 | i | i
O=C(COC(=O)Cn1cnc2ccccc2c1=O)Nc1ccc(Cl)c(C(F)(F)F)c1 | i | i
Cc1cccc(Nc2nc(N)nc(-c3oc4ccccc4c3C)n2)c1 | i | i

Three compounds out of the list, sorted by formula weight, descending:
SMILES | CHT PAM | CHT inh
C=C(C)C(=O)Nc1cccc(C2=NOC3(C2)C[C@@H](C(N)=O)N(C(=O)c2ccc(Cl)cc2)C3)c1 (some centres undefined) | i | i
Cc1nc(NC(=O)/C=C/c2ccc(Cl)cc2Cl)sc1C(=O)N(C)C | i | i
Nn1cnnc1SCC(=O)Nc1ccc(C2CCCCC2)cc1 | i | i

Additional results.
SMILES | CHT PAM | CHT inh
Cc1ccc(COc2ccc(/C=N/O)cc2)cc1 | i | i
COc1cc(/C=N/n2nnnc2Nc2ccccc2)cc(OC)c1OC | i | i
COc1ccc(CCNC(=O)CSc2nnc3ccccn23)cc1 | i | i
Cc1ccc(S(=O)(=O)n2ccc3c2CCCC3=O)cc1 | i | i
Cc1nc(=O)c(-c2ccccc2)c(C)n1CCCCCC(=O)O | i | i
O=C(O)c1ccc(Oc2cccc([N+](=O)[O-])c2)cc1C(=O)O | i | i
COc1cc(NC(=S)NC(=O)C(C)C)ccc1NC(=O)c1cc2ccccc2o1 | i | i
COc1ccc(CCn2c(=S)[nH]c3ccc(N4CCOCC4)cc3c2=O)cc1OC | i | i
O=C(NNS(=O)(=O)c1ccc(Br)cc1)NC1CCCCC1 | i | i
CN1CCC(OC(=O)C23CCC(C)(C(=O)O2)C3(C)C)CC1 (centres undefined) | i | i
O=C(O)Cc1ccc(NC(=O)Nc2ccc3c(c2)OCO3)cc1 | i | i
CC(C)Cn1c(CN2C(=O)c3ccccc3C2=O)nc2ccccc2c1=O | i | i
c1coc(-c2nnc(SCc3cn4ccccc4n3)o2)c1 | i | i
Cc1ccc(C(=O)NCCCNc2ccc(C(F)(F)F)cc2[N+](=O)[O-])cc1 | i | i
Cc1cc(C)n(C(=O)c2ccncc2)n1 | i | i
COc1ccc(Cl)cc1NC(=O)CN(C)C(=O)c1cn(-c2ccccc2)nc1-c1cccnc1 | i | i
Cc1ccc2c(c1)nnn2C1CCN(C(=O)C23CC4CC(CC(C4)C2)C3)CC1 | i | i
Brc1ccc(-c2csc(NNC3=NCCCCC3)n2)cc1 | i | i
COc1ccc(C2/C=C\CN(S(=O)(=O)/C=C/c3ccccc3)[C@H](Cc3ccccc3)C(=O)N2Cc2ccc(F)cc2)cc1 (some centres undefined) | i | i
O=[N+]([O-])c1ccc2nc(NS(=O)(=O)c3ccc(Cl)cc3)sc2c1 | i | i
O=C(Nc1ccccc1N1CCCC1)c1ccccc1Cl | i | i
Cc1cc(NC(=O)CCC(=O)N(CC(=O)NCC2CCCO2)c2ccc(C)c(C)c2)no1 (centres undefined) | i | i
Cc1ccc(CSCCNC(=O)c2ccc(Cl)c(S(=O)(=O)N3CCOCC3)c2)cc1 | i | i
O=C(CC1SC(N2CCCCC2)=NC1=O)Nc1cccc(C(=O)O)c1 (centres undefined) | i | i
Cc1ccc(C)c(NC(=O)C(=O)NCC2CCCN2S(=O)(=O)c2cccs2)c1 (centres undefined) | i | i
NC(=O)c1c(NC(=O)COC(=O)c2ccc(S(=O)(=O)Nc3ccccc3)cc2)sc2c1CCCC2 | i | i
Cc1ccc(N2NC3(CCN(C(N)=O)CC3)NC2=O)cc1 | i | i
COc1ccc(S(=O)(=O)N(C)C)cc1NS(=O)(=O)c1ccc(F)c(F)c1F | i | i
COc1ccc(NC(=S)NC(=O)c2cc3ccccc3o2)c(OC)c1 | i | i
Cc1ccc(NC(=O)C[n+]2cc(-c3ccc(C)cc3)n3c2CCC3)cc1 | i | i

In the list so far, 5 contain an aryl thioether with sulfur outside any ring:
SMILES | CHT PAM | CHT inh
Nn1cnnc1SCC(=O)Nc1ccc(C2CCCCC2)cc1 | i | i
Cc1ccccc1-n1nnnc1SCc1csc(-c2ccccc2)n1 | i | i
O=C(CSc1ccccn1)N1CCc2ccccc21 | i | i
COc1ccc(CCNC(=O)CSc2nnc3ccccn23)cc1 | i | i
c1coc(-c2nnc(SCc3cn4ccccc4n3)o2)c1 | i | i

(more compounds)
SMILES | CHT PAM | CHT inh
CCC1(CC)NC(=O)N(CC(=O)Nc2ccc(S(=O)(=O)N3CCOCC3)cc2)C1=O | i | i
Cc1c(=O)n(OCc2ccccn2)c2ccccc2[n+]1[O-] | i | i
O=C(Cc1ccccc1[N+](=O)[O-])Nc1ccc(S(=O)(=O)N2CCCC2)cc1 | i | i
COc1cc(C(=O)Nc2ccc([N+](=O)[O-])cn2)cc(OC)c1OC | i | i
O=C(c1ccc(C(F)(F)F)cc1)C1CCCN(C(=O)Cn2cncn2)C1 (centres undefined) | i | i
CC(C)NCC(O)c1ccc(NS(C)(=O)=O)cc1 (centres undefined) | i | i
CCCc1[nH]nc2c1C(c1cc(OC)cc(OC)c1)C(C#N)=C(N)O2 (centres undefined) | i | i
COc1ccc(-c2cc3nc(C)cc(N)n3n2)cc1 | i | i
COc1ccc(C(C(=O)NCC2CCCO2)N(C(=O)Cn2nnc3ccccc32)c2ccc(NC(C)=O)cc2)c(OC)c1 (centres undefined) | i | i
Cc1cccc(CNc2ncc(-c3cccc([N+](=O)[O-])c3)n2C)c1 | i | i
CC(C)CCN1CCN(CC#Cc2ccccc2)CC1CCO (centres undefined) | i | i
CN(C)C(=O)c1cc(C(=O)c2ccc(C(F)(F)F)cc2)c[nH]1 | i | i
COc1ccc2[nH]c(C(=O)N3CCC(CO)(Cc4cccc(C(F)(F)F)c4)CC3)c(C)c2c1 | i | i
Cc1nonc1NC(=O)CSc1nnc(-c2ccoc2C)n1-c1cccc(Cl)c1 | i | i
CCOC(=O)COn1c(=O)c(=O)n(OC)c2ccccc21 | i | i
COc1cccc(-c2ccc(NC(=O)C3CCCN(Cc4ccc(CO)o4)C3)cc2)c1 (centres undefined) | i | i
CCCCN(C(=O)C1CCC1)c1c(N)n(CCC)c(=O)[nH]c1=O | i | i
Cc1cc(OCCOc2cccc3cccnc23)cc(C)c1Cl | i | i
O=C(CN(C(=O)CCC(=O)Nc1nccs1)c1cccc(F)c1)NCc1ccccc1 | i | i
CCc1cc2c(-c3ccccc3)cc(=O)oc2c(CN2CCOCC2)c1O | i | i
O=C(CSCc1ccco1)Nc1cc(C(F)(F)F)ccc1N1CCOCC1 | i | i
CCC(CC)NC(=O)c1cc(OC)c(OC)c(OC)c1 | i | i
COc1ccc(CNc2nc(Cl)c(C#N)s2)cc1 | i | i
CCOc1cc(C(c2c(O)nc(SC)[nH]c2=O)c2c(O)nc(SC)[nH]c2=O)ccc1O | i | i
COc1cccc(C(=O)NC(=S)Nc2ccccc2N2CCCC2)c1 | i | i
CCOC(=O)C(O)(C1C(=O)CC(C)(C)CC1=O)C(F)(F)F (centres undefined) | i | i
O=S(=O)(NCc1ccco1)c1ccc(S(=O)(=O)N2CCCC2)cc1 | i | i
Nc1cccc(CCc2nc3cc4ccccc4cc3[nH]2)c1 | i | i
CC(=O)Nc1ccc(Nc2cc(C)nc3c(-c4ccc(Cl)cc4)c(C)nn23)cc1 | i | i
CC(Cc1ccccc1)NC(=O)C1(c2ccccc2)CCOCC1 (centres undefined) | i | i
Cc1csc(NC(=O)CSc2nnc3ncccn23)n1 | i | i
COc1ccc(CCNc2nc(-c3cccnc3)cs2)cc1OC | i | i
CC(C)(C)c1ccc(CN2C3=NCCCN3c3ccccc32)cc1 | i | i
CCNc1ccc(C(=O)OCC(=O)NC(=O)NCC(C)C)cc1[N+](=O)[O-] | i | i
CN(/N=C/c1ccc(Cl)cc1)c1ncc(Cl)cc1C(F)(F)F | i | i
OCc1ccccc1CN1CCCCCC1 | i | i
N#CC1=C(N)C(C#N)(C#N)[C@H](c2ccsc2)[C@H]2COCC=C12 | i | i
Cn1c(-c2ccc(F)cc2)cnc1NCc1ccccc1F | i | i
CCOc1ccccc1OCCCC(=O)Nc1sccc1C(N)=O | i | i
Cc1ccc(CC2CC(=O)N(CCc3ccc4c(c3)OCO4)C2=O)cc1 (centres undefined) | i | i

Record cards, from the list above. Order of screens: CHT PAM, CHT inh
COc1ccc(CCNc2nc(-c3cccnc3)cs2)cc1OC is entered as i, i
OCc1ccccc1CN1CCCCCC1 is entered as i, i
CC(C)(C)c1ccc(CN2C3=NCCCN3c3ccccc32)cc1 is entered as i, i
CCNc1ccc(C(=O)OCC(=O)NC(=O)NCC(C)C)cc1[N+](=O)[O-] is entered as i, i

More entries follow.
SMILES | CHT PAM | CHT inh
Cn1c(=O)c(N=O)c(N)n(Cc2ccccc2)c1=S | i | i
CCOC(=O)c1ccc(NC(=O)c2c(NCc3ccccc3)[nH]c(=O)[nH]c2=O)cc1 | i | i
COc1cc(NC(=S)Nc2cccnc2)cc(OC)c1 | i | i
CCCCNS(=O)(=O)c1ccc2nc(SCC(=O)Nc3cccc(F)c3)[nH]c2c1 | i | i
COC(=O)c1c(C(=O)OC)c(-c2ccc(F)cc2)n2c1CSC2 | i | i
